APJ agonist – agonists of human APJ apelin receptor; P35414; AID 2520; CHO-K1 APJ PathHunter beta-arrestin, luminescence; 0% DMSO wells, 100% apelin; 330,000 compounds, 0.11% hits; activation, % at 20 µM;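 active = activation more than six SD over the plate average, tested at 20 µM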;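 also: 0% = DMSO alone and 100% = apelin-13 at 10 nM; some results filed as inactive read as strong as hits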
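assay system = CHO-K1 APJ beta-arrestin complementation cell line | input = cell density 1000 per well | dosing = compound 20 µM once, DMSO 1% | timing = compound 90 min 25 °C, reagent 1 h | measured by = luminescence from split beta-galactosidase complementation, Galacton Star/Emerald II substrate | read-out basis = APJ agonist activity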
tim10-1 inh – inhibits growth of tim10-1 mutant yeast. 330,000 compounds, 2.2% hits. S. cerevisiae tim10-1 ts strain growth, BacTiter-Glo, 24 h. inhibition, % at 20 µM;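 active = inhibition of at least 40%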;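 also: mutant grown at 25 °C; 0% = DMSO wells with yeast and 100% = wells holding no yeast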
UPR XBP1 act – activators of adaptive arm of unfolded protein response (XBP1). CHO-XBP1 luciferase reporter, IRE1-XBP1 UPR activation, luminescence; percent of tunicamycin response, DMSO as zero. activation, % at 20 µM. 330,000 compounds, 0.33% hits. AID 463104;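 active = versus positive control, 20 µM dose yields 30% or more activation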;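 also: 100% = tunicamycin at 10 µg/mL and 0% = DMSO only wells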
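Test system: CHO-XBP1 luciferase reporter cells | Buffer or medium: Serum-containing F12 medium, 10% FBS | Schedule: 6 h compound exposure at 37 °C, 5% CO2 | Detection: Steady-Glo luciferase glow luminescence, 10 min after reagent addition | Read-out basis: Activation, % of tunicamycin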
TIM10 inh – TIM10 yeast growth inhibition; S. cerevisiae TIM10 strain growth, BacTiter-Glo luminescence, 24 h; inhibition, % at 10 µM; 330,000 compounds, 1.4% hits; AID 463195;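 active = inhibition of 40% or more at the single tested concentration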;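 also: wild-type TIM10 isogenic control strain grown at permissive 25 °C; 0% = DMSO yeast wells and 100% = minimal medium wells without yeast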
CXCR6 inh – inhibitors of human CXCR6 receptor. CHO-K1 PathHunter CXCR6 beta-arrestin, luminescence. inhibition, % at 20 µM. 360,000 compounds, 0.36% hits. AID 602244; in the data active = inhibition above about 34%, passing the limit was not always enough;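 also: antagonist mode with CXCL16 agonist at 10 nM final; 0% = 10 nM CXCL16 with DMSO and 100% = unstimulated wells without agonist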
UPR CHOP act – apoptotic UPR (CHOP) activation. CHO-CHOP luciferase reporter, luminescence; percent of tunicamycin response over DMSO baseline. activation, % at 10 µM. AID 449763. 330,000 compounds, 0.34% hits;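 active = at 10 µM dose, activation of 40% or more, normalized to positive control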;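 also: 100% = tunicamycin at 10 µg/mL and 0% = DMSO alone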
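measured by = luciferase luminescence | assay system = CHO-CHOP cells, stable luciferase reporter of PERK-eIF2a-CHOP signalling | amount = 500 reporter cells seeded per well | timing = 6 h compound exposure at 37 °C after overnight seeding | controls = positive tunicamycin 10 µg/mL, negative DMSO alone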
Mdm2 MdmX PPI – inhibitors of human Mdm2/MdmX interaction; O15151+Q00987; SaOS-2 split-luciferase Mdm2/MdmX complementation, luminescence; inhibition, % at 8 µM; 330,000 compounds, 3% hits; AID 485346;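 active = inhibition of at least 50% at 8 µM in the primary screen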
Target sequence (O15151 whole entry, looked up): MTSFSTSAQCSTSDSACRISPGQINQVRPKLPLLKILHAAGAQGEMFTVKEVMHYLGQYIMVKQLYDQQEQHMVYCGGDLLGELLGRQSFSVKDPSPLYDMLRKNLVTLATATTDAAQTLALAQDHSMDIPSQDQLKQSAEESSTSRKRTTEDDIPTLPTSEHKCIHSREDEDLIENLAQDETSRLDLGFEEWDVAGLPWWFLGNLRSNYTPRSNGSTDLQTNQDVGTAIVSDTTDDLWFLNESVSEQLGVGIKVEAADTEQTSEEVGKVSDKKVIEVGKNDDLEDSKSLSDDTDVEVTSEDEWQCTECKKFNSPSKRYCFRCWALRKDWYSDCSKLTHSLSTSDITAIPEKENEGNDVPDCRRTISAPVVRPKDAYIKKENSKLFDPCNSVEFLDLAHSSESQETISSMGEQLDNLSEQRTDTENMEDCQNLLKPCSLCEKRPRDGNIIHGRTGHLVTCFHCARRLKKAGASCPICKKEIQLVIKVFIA
Target sequence (Q00987 whole entry, looked up): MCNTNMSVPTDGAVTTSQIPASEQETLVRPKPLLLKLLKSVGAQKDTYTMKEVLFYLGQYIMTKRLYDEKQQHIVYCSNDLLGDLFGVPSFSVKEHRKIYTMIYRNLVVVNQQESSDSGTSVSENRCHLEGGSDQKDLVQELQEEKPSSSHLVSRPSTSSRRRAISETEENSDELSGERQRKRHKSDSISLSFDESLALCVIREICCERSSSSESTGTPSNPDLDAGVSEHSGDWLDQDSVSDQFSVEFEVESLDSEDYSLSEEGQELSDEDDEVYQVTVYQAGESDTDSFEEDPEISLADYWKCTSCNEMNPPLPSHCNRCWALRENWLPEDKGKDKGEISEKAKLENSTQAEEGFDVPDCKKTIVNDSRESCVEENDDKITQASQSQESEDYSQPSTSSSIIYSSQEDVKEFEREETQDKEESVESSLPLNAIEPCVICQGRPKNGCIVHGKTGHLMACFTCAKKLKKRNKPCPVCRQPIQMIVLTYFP
APJ antagonist – APJ receptor antagonism; P35414; CHO-K1 APJ beta-arrestin complementation, luminescence; inhibition, % at 20 µM; 330,000 compounds, 0.32% hits; AID 2521;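 active = inhibition above about 40% at 20 µM, limit read from the data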;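 also: cells challenged with 10 nM apelin-13 agonist together with compound; plate controls were apelin-13 plus DMSO wells for no effect and DMSO wells lacking apelin-13 for full effect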
tim23-1 inh – tim23-1 yeast growth inhibition; S. cerevisiae tim23-1 growth, BacTiter-Glo luminescence, 24 h; AID 463212; inhibition, % at 20 µM; 330,000 compounds, 1.3% hits;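 active = growth inhibition of the mutant yeast at or above 50%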;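 also: temperature-sensitive mutant grown at 25 °C; plate controls were DMSO-treated mutant yeast for no effect and medium wells lacking yeast for full effect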
* hit, by the source's call. The list is partial; count on the stated rates, not on these rows.

Start of the listing, in advance (five entries):
# | Molecule | APJ agonist | tim10-1 inh | UPR XBP1 act | TIM10 inh | CXCR6 inh
1 | CCCCS(=O)CC(COc1ccc(Cl)cc1)OC(=O)c1ccccc1 (stereo not given) | -5 | 28 | -3 | 34 | 3
2 | Cc1onc(-c2c(F)cccc2Cl)c1C(=O)NCc1ccc(F)cc1 | -2 | 11 | 4 | -14 | 1
3 | CC(=O)NC(=S)Nc1ccc(S(=O)(=O)N(C)Cc2ccccc2)cc1 | 2 | 2 | 1 | 4 | 7
4 | O=C(CSc1nc2[nH]ncc2c(=O)[nH]1)Nc1ccccc1C(F)(F)F | 2 | -5 | -3 | -8 | -6
5 | O=C(O)CCn1ccnc1-c1ccccc1 | -2 | -3 | 1 | 3 | 5

# | UPR CHOP act | Mdm2 MdmX PPI | APJ antagonist | tim23-1 inh
1 | -1.1 | 31 | 8 | 34
2 | -2.2 | -12 | 0 | 7
3 | -0.3 | 6 | 18 | 11
4 | 1.9 | 2 | 9 | 4
5 | -3.0 | 14 | 8 | 2

Results, from the start:
# | Molecule | APJ agonist | tim10-1 inh | UPR XBP1 act | TIM10 inh | CXCR6 inh
1 | CCCCS(=O)CC(COc1ccc(Cl)cc1)OC(=O)c1ccccc1 (stereo not given) | -5 | 28 | -3 | 34 | 3
2 | Cc1onc(-c2c(F)cccc2Cl)c1C(=O)NCc1ccc(F)cc1 | -2 | 11 | 4 | -14 | 1
3 | CC(=O)NC(=S)Nc1ccc(S(=O)(=O)N(C)Cc2ccccc2)cc1 | 2 | 2 | 1 | 4 | 7
4 | O=C(CSc1nc2[nH]ncc2c(=O)[nH]1)Nc1ccccc1C(F)(F)F | 2 | -5 | -3 | -8 | -6
5 | O=C(O)CCn1ccnc1-c1ccccc1 | -2 | -3 | 1 | 3 | 5
6 | CC(=O)c1cccc(NC(=O)c2ccc(NS(C)(=O)=O)cc2)c1 | 2 | 6 | -2 | -7 | -2
7 | O=C(NCc1ccc2c(c1)OCO2)c1cccc(Cl)c1 | -4 | 8 | 2 | -2 | 0
8 | CCOC(=O)C1CCN(S(=O)(=O)c2cc(Br)cc3c2N(C(=O)C2CC2)CC3)CC1 | 6 | 34 | -2 | 33 | -8
9 | Cc1ccc(NCCC(=O)c2cccs2)cc1Cl | -5 | 11 | 1 | 32 | 4
10 | COc1ccc(S(=O)(=O)N2CCOCC2)cc1NC(=O)CSc1n[nH]c(C(C)C)n1 | -1 | -9 | -4 | 5 | -3
11 | COC(=O)c1ccc(N2C(=O)CC(SCC(=O)Nc3ccc(OC)cc3)C2=O)cc1 (stereo not given) | -4 | 21 | 1 | 13 | 5
12 | CC1CCCCC1NC(=O)COC(=O)c1ccccc1NC(=O)c1ccco1 (stereo not given) | -2 | 16 | -2 | 19 | 7
13 | Cc1ccc(O)c(NC(=O)c2cc([N+](=O)[O-])ccc2Cl)c1 | 1 | -4 | -3 | -5 | -18
14 | CCOC(=O)c1sc(=NC(=O)c2cccs2)n(C)c1C | 2 | 1 | -1 | 59* | -3
15 | CC(C)C(=O)N1CCN(c2ccc(NC(=O)c3cccs3)cc2Cl)CC1 | 0 | -14 | 3 | 24 | -14

# | UPR CHOP act | Mdm2 MdmX PPI | APJ antagonist | tim23-1 inh
1 | -1.1 | 31 | 8 | 34
2 | -2.2 | -12 | 0 | 7
3 | -0.3 | 6 | 18 | 11
4 | 1.9 | 2 | 9 | 4
5 | -3.0 | 14 | 8 | 2
6 | -0.4 | -1 | -9 | -6
7 | 4.5 | 19 | 3 | 10
8 | 1.5 | -4 | -24 | 33
9 | 4.1 | 10 | 12 | 18
10 | -0.3 | 5 | -4 | 7
11 | 1.8 | -19 | -5 | 28
12 | 0.1 | 5 | 24 | 1
13 | -1.2 | 26 | -36 | 17
14 | 1.6 | -103 | -7 | 43
15 | 3.1 | 19 | 8 | 34

Next section
# | Molecule | APJ agonist | tim10-1 inh | UPR XBP1 act | TIM10 inh | CXCR6 inh
16 | Cc1ccn2cc(-c3cccc(S(=O)(=O)N4CCCCC4)c3)nc2c1 | -4 | 48* | 0 | 25 | -6
17 | CC(=O)Nc1ccc(NC(=O)C(C)OC(=O)[C@@H]2CCCN2C(=O)c2cccs2)cc1 (stereo not given in full) | 0 | 2 | -3 | 1 | -8
18 | COc1ccc(NC(=O)CNC(=O)N2CC(=O)Nc3ccccc32)cc1OC | 2 | 2 | -3 | -6 | -2
19 | CCN(Cc1ccccc1)C(=S)NC(=O)c1ccccc1Br | -3 | 38 | -1 | 29 | 16
20 | Cc1[nH]c2ccccc2c1C(=O)COC(=O)c1nccnc1N | -2 | 2 | 1 | 10 | -2
21 | CC(C)OC(=O)c1ccc2nc3ccccc3nc2c1 | -2 | 41* | -1 | 2 | 0
22 | O=C(C1=C[C@H](c2ccc3c(c2)OCO3)C[C@H](OCCCCO)O1)N1CCOCC1 | 6 | -4 | -2 | 2 | -10
23 | CSc1nc(N2CCN(c3ccccc3Cl)CC2)c2ccccc2n1 | -2 | 30 | 1 | 21 | 6
24 | CCOC(=O)CCCN1CC(O)=C(c2nc(-c3ccc(Cl)cc3)cs2)C1=N | 0 | 10 | -2 | 12 | -3
25 | O=C(C1CC(=O)N(c2ccc(F)cc2)C1)N1CCOCC1 (stereo not given) | 0 | -7 | 1 | -1 | -6
26 | COCCN(CCOC)C(=O)c1ccc(NS(=O)(=O)c2ccc3[nH]c(=O)[nH]c3c2)cc1 | 1 | -6 | -3 | -9 | -2
27 | CCCCn1c(N)c(N(CCOC)C(=O)C2CCN(C(=O)c3ccccc3C)CC2)c(=O)[nH]c1=O | -6 | 5 | 2 | 11 | 4
28 | COc1ccc(OC)c(-c2cc(C(=O)NCc3ccco3)no2)c1 | -3 | 35 | 7 | 28 | -1
29 | CCCCn1c(N)c(N(CC(C)C)C(=O)C2CCN(S(=O)(=O)c3ccc(Cl)cc3)CC2)c(=O)[nH]c1=O | 13 | 22 | -1 | 7 | -19
30 | CCOc1ccc(NC(=O)C2CCCN(S(C)(=O)=O)C2)cc1 (stereo not given) | -1 | 8 | -3 | -10 | 3

# | UPR CHOP act | Mdm2 MdmX PPI | APJ antagonist | tim23-1 inh
16 | 2.3 | -11 | -11 | 38
17 | -1.2 | 1 | 6 | 2
18 | 2.5 | 17 | 6 | -14
19 | 3.3 | 4 | 24 | 43
20 | 5.3 | 9 | -1 | 7
21 | 2.9 | -184 | -23 | 20
22 | 1.1 | 12 | 3 | -8
23 | -0.7 | 20 | -23 | 9
24 | 1.2 | 30 | -11 | -3
25 | 0.6 | -8 | 5 | -5
26 | 1.6 | -6 | 2 | -8
27 | 1.0 | -2 | -18 | 9
28 | 1.0 | -18 | -27 | 32
29 | -0.4 | 6 | -9 | 5
30 | 2.6 | -9 | 12 | 14

Remaining list, next part:
# | Molecule | APJ agonist | tim10-1 inh | UPR XBP1 act | TIM10 inh | CXCR6 inh
31 | CN(C(=O)CS(=O)(=O)Cc1ccccc1Cl)c1ccccc1 | -4 | 7 | -1 | 6 | 6
32 | Cc1nc(NC(=O)COC(=O)c2ccc(CO)cc2)c(Cl)cc1Cl | -5 | -7 | -2 | 7 | 3
33 | COc1ccc(N2CCN(C(=O)c3ccc(-c4ccccc4)cc3)CC2)cc1 | 0 | 24 | 0 | -1 | -4
34 | CC(C)N(C)Cc1nnnn1CC(=O)NCc1cc(F)cc(C(F)(F)F)c1 | 0 | 18 | -2 | -8 | 6
35 | Cc1cc(C)c(NC(=O)CSc2ccc3nnc(CCNC(=O)c4ccccc4)n3n2)c(C)c1 | 1 | 7 | -2 | 7 | -3
36 | COc1ccc(N2CCN(CC(O)COc3ccc(C)cc3C)CC2)cc1 (stereo not given) | -3 | -41 | -2 | -19 | -4
37 | COc1ccccc1N1CCN(/N=C/C=C/c2ccccc2[N+](=O)[O-])CC1 | 0 | 20 | -1 | 10 | -8
38 | COc1ccc(NC(=O)C2CCCN2S(=O)(=O)c2cccc3nsnc23)c(OC)c1 (stereo not given) | 1 | 21 | 0 | 8 | 0
39 | CC(C)N(CCC(=O)c1ccc2ccccc2c1)Cc1ccccc1 | 0 | 92* | -10 | 28 | 4
40 | Cc1n[nH]c(=O)c2c1nnn2Cc1ccccc1Cl | -1 | 0 | -2 | 10 | -4
41 | CC(C)(C)c1ccc(C(=O)NCc2cccnc2)cc1 | 0 | 7 | 1 | 0 | -8
42 | CC(=O)c1c(C)[nH]c(C(=O)COC(=O)c2ccc(Cl)nc2)c1C | -1 | 8 | 2 | -6 | -12
43 | O=C(NCCc1ccccc1)c1ccc2nc(-c3ccco3)c(-c3ccco3)nc2c1 | -1 | 15 | 1 | 6 | 14
44 | COc1ccc(CNc2cc(C)ccn2)cc1 | -4 | 20 | 3 | -8 | -2
45 | COC(=O)/C(=C\c1ccc([N+](=O)[O-])o1)NC(=O)c1ccccc1 | 0 | 45* | -2 | 44* | -3

# | UPR CHOP act | Mdm2 MdmX PPI | APJ antagonist | tim23-1 inh
31 | 0.0 | 8 | 7 | 7
32 | -0.1 | 7 | -6 | 9
33 | -2.5 | 8 | -17 | 8
34 | -1.2 | 16 | -3 | -1
35 | 3.6 | 3 | 14 | 7
36 | 4.5 | -15 | -13 | -70
37 | 0.4 | 30 | -21 | 34
38 | -1.0 | 6 | 10 | 31
39 | 25 | 36 | 2 | 58*
40 | 0.2 | 1 | -3 | 6
41 | 0.4 | -25 | 4 | 9
42 | 11 | 17 | 7 | 2
43 | -1.6 | 23 | -16 | 8
44 | 2.6 | -30 | 7 | -1
45 | 1.6 | 18 | 3 | 6

More compounds.
# | Molecule | APJ agonist | tim10-1 inh | UPR XBP1 act | TIM10 inh | CXCR6 inh
46 | Cn1c(SCC(=O)Nc2nc3c(s2)CCCC3)nnc1-c1ccccc1 | 1 | 28 | 2 | 1 | -6
47 | CC(C)(C)c1nnc(N/N=C/c2ccc(Br)cc2)n(N)c1=O | 3 | 11 | 4 | -6 | 1
48 | C/C(=N\NC(=O)c1c(Cl)c(C)nn1C)c1ccc(NC(=O)COc2ccc(Cl)cc2C)cc1 | -2 | 11 | 10 | 3 | 6
49 | COc1ccc(CCNC(=O)Cn2cnc3sc(C)c(-c4ccc(F)cc4)c3c2=O)cc1OC | -2 | 6 | -1 | -2 | 2
50 | O=c1c(F)cn(C2CCCO2)c(=O)n1Cc1ccc(Cl)cc1 (stereo not given) | -1 | 20 | 1 | -4 | -5
51 | COc1ccc(NC(=S)NCCN2CCC(C)CC2)cc1Cl | -3 | 10 | 0 | 11 | 11
52 | CC1CCCCC1NC(=O)COC(=O)/C=C/c1ccc2c(c1)OCO2 (stereo not given) | -1 | 20 | 1 | 17 | -6

# | UPR CHOP act | Mdm2 MdmX PPI | APJ antagonist | tim23-1 inh
46 | -0.2 | 17 | 5 | 13
47 | 5.0 | -11 | -19 | 11
48 | 2.2 | 40 | 4 | 12
49 | -0.9 | 2 | -13 | 0
50 | 0.8 | 27 | 5 | 9
51 | -1.2 | -11 | 6 | 0
52 | 1.6 | 2 | 6 | 3

Screens: PubChem, Sanford-Burnham Center for Chemical Genomics
